AMA1 RON2 block: AMA1-RON2 (P. falciparum) interaction inhibition. Potency, µM (top dose mostly 58.2 µM), inactives show at the top dose activity change, negative = inhibition, actives largely listed as inhibitors. AID 720542. AlphaScreen AMA1-biotinylated RON2 peptide binding. 360,000 compounds, 0.2% hits;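 also: potency is read from the fitted curve at half-maximal effect; 0% = vehicle wells and -100% = peptide control; nearly all actives have a fitted effect of over 45% in size; some results filed as inactive show a strong effect at the top dose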
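AMA1 (3D7) with his tag at 25 nM final met compounds first, then biotinylated RON2 peptide at 25 nM; detection used donor plus acceptor beads, 10 µg/mL apiece, read by AlphaScreen after 30 min at room temperature.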
AmpC inh detg: inhibitors of E. coli AmpC beta-lactamase with detergent. P00811. AmpC hydrolysis of nitrocefin, absorbance 480 nm, 0.01% Triton. Potency, µM (series often up to 114 µM), for inactives: top-dose activity change, negative = inhibition, most hits filed as inhibitors. 370,000 compounds, 0.041% hits. AID 485294;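 also: potency is read from the fitted curve at half-maximal effect; 0% = no-compound wells and -100% = no-enzyme wells; nearly all actives have a fitted effect of over 25% in size; some results filed as inactive show a strong effect at the top dose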
Target sequence (P00811 whole entry, looked up): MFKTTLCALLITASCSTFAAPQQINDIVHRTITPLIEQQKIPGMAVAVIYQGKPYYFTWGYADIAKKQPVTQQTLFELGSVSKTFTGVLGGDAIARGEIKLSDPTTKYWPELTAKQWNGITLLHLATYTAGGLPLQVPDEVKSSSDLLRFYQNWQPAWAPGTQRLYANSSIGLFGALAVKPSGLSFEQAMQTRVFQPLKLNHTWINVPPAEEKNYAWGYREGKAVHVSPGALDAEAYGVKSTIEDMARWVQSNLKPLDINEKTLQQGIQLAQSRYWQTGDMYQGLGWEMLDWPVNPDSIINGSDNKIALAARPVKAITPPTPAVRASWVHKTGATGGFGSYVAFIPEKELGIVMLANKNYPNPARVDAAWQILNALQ
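20 mM phosphate pH 7.0 + 0.01% (detergent screen) or 0.0001% Triton X-100; 5.3 nM AmpC reagent; cpd preinc 15 min RT; nitrocefin (800 uM stock) to start; A480 q20 s × 4 min; Activity was normalised to no-enzyme and no-compound control wells.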
HCV inh: inhibitors of hepatitis C virus infection; Potency, µM (top dose mostly 41.8 µM), inactives show at the highest dose activity change, negative = inhibition, most hits filed as inhibitors; 340,000 compounds, 3.4% hits; Huh7.5.1 HCVcc-Cre infection, luciferase reporter, 44 h; also: potency is read from the fitted curve at half-maximal effect
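Infectious HCVcc-Cre (~0.5 moi) was added to cells just after compound, with cells seeded 4 h earlier at 1,000 per well. Luciferase activity after 44 h culture reported infection; substrate was incubated 15 min at room temperature before reading.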
Sm TGR block: blocks Schistosoma mansoni thioredoxin glutathione reductase; Potency, µM (series often up to 114 µM), inactives show at the highest dose activity change, negative = inhibition, usual class: inhibitors; purified TGR, DTNB reduction, TNB absorbance 405 nm; 360,000 compounds, 3% hits; also: potency is read from the fitted curve at half-maximal effect; nearly all actives have a fitted effect of over 60% in size
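TGR 20 nM + NADPH 100 uM (dispensed conc.), cpd preinc 15 min RT; start with NADPH (500 uM addition) then DTNB (15 mM addition). Kinetic TNB absorbance, 405 nm filter. Four-parameter Hill fit across titration.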
HCMV inh: inhibitors of human cytomegalovirus; HFF cells, HCMV-luciferase reporter, 72 h; hits give low values; activity change, negative = inhibition, % at 57.5 µM; 410,000 compounds, 4.5% hits; AID 1259415; in the data active = activity change below about -60%; inconclusive = no clear call, values can overlap the other calls; inactive = above about -39%
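Human foreskin fibroblasts infected with luciferase-reporter HCMV at MOI 1 PFU/cell, compounds at two doses. Luciferase measured 72 h post infection; normalized to buffer-only basal and Salinomycin (10uM) controls.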
Giardia FBPA inh: Giardia lamblia aldolase inhibition. A8B2U2. purified Giardia FBPA. Potency, µM (series often up to 59.6 µM), inactives show at the top dose activity, negative = inhibition, actives largely listed as inhibitors. 290,000 compounds, 0.71% hits. AID 2451; also: potency is read from the fitted curve at half-maximal effect; nearly all actives have a fitted effect of over 55% in size
Target sequence (A8B2U2 whole entry, looked up): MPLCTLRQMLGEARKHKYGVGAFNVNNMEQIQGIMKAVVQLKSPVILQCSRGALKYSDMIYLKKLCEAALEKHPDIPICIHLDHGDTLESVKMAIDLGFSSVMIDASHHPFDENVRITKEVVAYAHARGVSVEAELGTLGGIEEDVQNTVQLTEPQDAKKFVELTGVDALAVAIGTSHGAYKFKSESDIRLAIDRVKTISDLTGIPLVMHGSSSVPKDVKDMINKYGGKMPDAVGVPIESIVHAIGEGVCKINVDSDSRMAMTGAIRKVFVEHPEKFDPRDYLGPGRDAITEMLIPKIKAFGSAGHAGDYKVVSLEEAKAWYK
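Giardia FBPA (40 nM reagent) was preincubated 10 min at RT with compound (up to 57.5 uM final), then substrate plus GAPDH/TPI/NAD/arsenate coupling system with diaphorase/resazurin was added; resorufin fluorescence (525/598 nm) was read after 20 min.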
Numbers without * were called inactive; u = inconclusive; x = not tested or not shown; & = joins results of further samples; [ ] = another dose, or the depositor's remark. Unless noted, calls follow the shape of the dose curve; as a rule, active = well fitted curve in the direction sought with a large enough effect; inconclusive = small, poorly fitted or top-dose-only effect, or another doubt; inactive = no such curve, though single readings can be large; an effect the other way counts as inactive or inconclusive. Unless noted, % is scaled to controls: 0 for no effect and ±100 for the full control effect.

structure | AMA1 RON2 block | AmpC inh detg | HCV inh | Sm TGR block | HCMV inh | Giardia FBPA inh
NC(N)=NCc1cccc(I)c1 | 1.7% | -12.0% | 7.08µM* | 1.4% | -65.7* | -4.9%
COc1ccc(-c2oc(NC(C)=O)c(C#N)c2-c2ccc(OC)cc2)cc1 | u | u | -16.2% | -32.6% | 23.0 | 7.2%
COc1ccc(C)cc1NC(=O)C(=O)NCC1(c2ccccc2)CCCC1 | x | 23.8% | x | 3.7% | 15.8 | x
O=C(COC(=O)CNC(=O)c1ccc(Cl)c([N+](=O)[O-])c1)NC(=O)CN1CCCC1=O | -8.2% | -11.9% | 14.5% | -17.9% | -18.9 | x
CC(C)CN(C(=O)C1=NN(c2ccccc2)C(=O)CC1)c1c(N)n(Cc2ccccc2)c(=O)[nH]c1=O | 2.3% | -0.2% | 3.8% | -24.2% | -28.1 | x
O=C(COc1ccc(/C=N/NC(=O)c2ccncc2)cc1)Nc1ccc([N+](=O)[O-])cc1 | -6.0% | 6.4% | 17.2% | -10.5% | 6.2 | 14.9%
COc1cc(NS(=O)(=O)c2ccc(NC(=O)C(C)Oc3ccc(Cl)cc3Cl)cc2)nc(OC)n1 (configuration not stated) | x | -2.6% | x | -6.5% | 16.5 | x
CC(C)Cn1c2c(c(O)c(C(=O)Nc3ncccc3O)c1=O)CCCC2 | 89.9%[activator] | -15.4% | u | u | -39.4 | 7.92µM*
COCCCNC(=O)Cn1c(=O)n(-c2ccccc2)c(=O)c2c1c1cc(OC)ccc1n2C | x | 3.9% | x | 0.4% | 22.9 | x
O=C(N/N=C/c1ccccn1)c1ccco1 | 49.7%[activator] | -8.3% | 15.2% | 8.6% | -1.0 | 19.9µM*
O=C(c1c[nH]c2ccc(S(=O)(=O)Nc3ccccc3F)cc2c1=O)N1CCCCCC1 | x | 1.1% | x | 0.4% | -10.2 | x
CC1CN(c2ccc([N+](=O)[O-])cc2Cl)CCN1 (configuration not stated) | -18.2% | -1.0% | -12.4% | -4.3% | 75.4 | -25.3%
Cc1cc(C)c(C)c(S(=O)(=O)N[C@@H](C)C(=O)OCC(N)=O)c1C | -0.3% | u | 1.9% | -2.8% | u | 1.8%
COc1ccc(CCNC(=O)Cn2c(-c3cccs3)cc3cc(F)ccc32)cc1OC | x | 1.5% | x | -12.8% | -19.5 | x
CC1=NN(C(C#N)c2ccccc2)C(C)(C)C1 (configuration not stated) | -0.2% | -1.9% | 13.4% | -3.6% | 21.8 | -0.8%
C#CCOCCOCCOCCNc1nc(N2CCN(C(=O)C([C@@H](C)CC)n3cc(C(N)Cc4ccc(O)cc4)nn3)CC2)nc(N2CCN(C(=O)[C@H](CCC(=O)O)n3cc(C(N)Cc4ccc(O)cc4)nn3)CC2)n1 (some centres not stated) | 5.5% | 4.3% | 18.6% | 3.7% | x | -7.9%
CC[C@H](C)[C@H]1CNC(=O)C(=O)N1CC1CCN(CCCc2ccc(OC)c(OC)c2)CC1 | -24.4% | x | 36.5%[activator] | x | 11.3 | x
CC(C)=NNc1nc2c(c(=O)[nH]c(=O)n2C)n1CCCc1ccccc1 | 57.5%[activator] | 4.6% | -3.2% | -35.2% | 45.5 | -7.7%
COc1cccc(OCCOc2ccc(/C=C3\C(=N)N4N=C(S(C)(=O)=O)SC4=NC3=O)cc2OC)c1 | 0.5% | -2.3% | 11.5% | -2.9% | 23.7 | 9.0%
CS(=O)(=O)N1CCN(c2ccccc2NC(=O)c2cccnc2)CC1 | -2.6% | -2.1% | 14.8% | 2.6% | -18.2 | -1.4%
COc1ccccc1S(=O)(=O)Cc1ccc(C(=O)NCCN2CCCC2)o1 | 0.7% | -8.5% | 18.4% | 0.0% | -4.9 | -11.7%
Cc1nc(C(=O)N2CCc3c([nH]c4ccccc34)C2c2cc(F)ccc2F)cs1 (configuration not stated) | -11.8% | -3.2% | 14.9% | 6.3% | 93.7 | -10.8%
O=C(C1CCN(c2ccc(N3CCOCC3)nn2)CC1)N1CCN(c2ccc(F)cc2)CC1 | 5.4% | -3.1% | u | 2.7% | x | -21.3%
CCO[C@@H]1OC(C(=O)N2CCCCCCC2)=C[C@H](c2cn(C(C)=O)c3ccccc23)[C@H]1CCCO | 9.2% | 9.1% | 42.1%[activator][8.37 µM] | -1.8% | x | 3.5%
Cc1cc(Cl)ccc1C(=O)C1CCCN(C(=O)CCn2cncn2)C1 (configuration not stated) | -1.6% | 0.8% | -11.5% | -16.8% | u | x
Cc1ccsc1/C=N/NC(=O)c1c[nH]c2ccccc12 | -3.4% | -6.0% | 9.0% | -1.8% | 151.8 | -6.0%
COc1ccc(NC(=O)C2CCCN(S(=O)(=O)c3cccnc3)C2)cc1 (configuration not stated) | -14.3% | -5.7% | -8.1% | -30.8% | 17.8 | -0.8%
COc1ccc(-c2nnc(NC(=O)c3ccco3)s2)cc1 | -13.1% | -8.0% | 2.2% | -14.3% | 70.9 | -1.1%
CCNc1nc(NC(C)(C)C)nc(Oc2ccc(=O)n(-c3ccccc3)n2)n1 | -2.4% | -12.3%&25.9% | -10.8% | 4.5%&-0.1% | u | 0.9%
COc1ccc(-c2cc(C(=O)NNC(=O)c3csc(N4CCOCC4)n3)c3ccccc3n2)cc1OC | 133.2%[activator] | -15.6% | 10µM* | -3.2% | -11.8 | x
COc1ccccc1NC(=O)c1c(Nc2ccccc2F)sc(C(=O)Nc2cccc(Cl)c2)c1N | 15.2% | -1.1% | -20.4% | 4.7% | u | -5.1%
CCN1CCN(CC(=O)Nc2ccc(N(C)C)cc2)CC1 | 1.4% | u | -11.3% | -31.9% | 14.8 | -24.4%
COc1ccccc1NS(=O)(=O)c1ccc(C(=O)Nc2ncccc2O)cc1 | 30.2%[activator] | 5.8% | 5.4% | -25.1% | x | x
COC(=O)C1=C(c2cc3ccccc3o2)C[C@@H]2CC[C@H]1N2C(=O)N1CCC(O)CC1 | -2.0% | x | -16.5% | x | 6.3 | x
Cc1ccc2c(c1)C(c1ccccc1)N(C(=O)c1ccccc1F)CC(=O)N2 (configuration not stated) | x | u | x | -11.7% | 18.9 | x
C[C@H](NC(=O)c1nc[nH]c1C(=O)NCC(=O)OCc1ccccc1)C(=O)OC(C)(C)C | 96.9%[activator] | u | -7.6% | -20.9% | u | u
C1CC1C(=NN=C(C1CC1)C1CC1)C1CC1 | -1.5% | x | 6.0% | x | -26.4 | x
CC(=O)Nc1ccc(S(=O)(=O)N2CCN(C(=O)N3CCCC3)CC2)cc1 | -7.9% | -10.2% | 4.5% | 2.6% | -21.5 | 4.1%
Cc1oc(-c2ccc(Cl)cc2)nc1CN1CCCC(C(=O)NC2CC2)C1 (configuration not stated) | -3.4% | 2.2% | u | -27.7% | 17.6 | -0.8%
Cc1cccc(C(=O)Nc2c(C#N)c(C)c(C)n2Cc2ccccc2)c1 | 0.8% | -2.0% | u | -16.6% | -32.3 | 6.7%
O=C(O)Cn1c(=O)cnc2ccccc21 | 1.8% | 3.1% | 16.9% | -8.4% | -8.7 | 6.0%
COc1cccc(NC(=O)CCc2nc(-c3ccc(C(C)(C)C)cc3)no2)c1 | x | 14.0% | x | 1.2% | -82.1* | x
CC1CN(c2cc(=O)n(-c3cccc(Br)c3)c(=O)[nH]2)CC(C)O1 (configuration not stated) | 2.3% | u | 8.3% | u | -14.8 | 1.8%
C[N+]1(C)C2CCC1CC(OC(=O)c1ccccc1)C2 (configuration not stated) | -1.5% | -7.8% | 12.5% | 11.4% | -26.6 | 3.4%
COCCNC(=O)c1cc(S(=O)(=O)N2CCOCC2)ccc1SCc1cccc(OC)c1OC | -15.7% | 0.1% | 2.0% | 4.6% | -38.6 | 0.9%
Cc1ccc(NC(=O)CSc2nc(NS(=O)(=O)c3ccc(C)cc3)cc(=O)[nH]2)cc1 | -4.2% | u | -24.7%&10.5% | -1.8% | -4.5 | -0.1%
CC(=O)NC1=NN(C(C)=O)C2(CCCCC2)S1 | -7.3% | u | 2.82µM* | -13.4% | 53.1 | -0.9%
CCCN1Cc2cccc(C(=O)Nc3ccc(S(=O)(=O)N4CCCCCC4)cc3)c2C1=O | -7.1% | -5.0% | -8.0% | 4.8% | 15.7 | -1.9%
CCN1CCN(S(=O)(=O)Cc2ccccc2Cl)CC1 | 2.6% | -4.7% | -1.7% | 17.5% | 1.7 | -3.2%
NS(=O)(=O)c1cc(C(=O)OCC(=O)c2ccc3c(c2)OCCO3)ccc1Cl | 0.0% | 3.4% | -15.2% | 7.7% | 0.8 | -0.8%
CCN(CC)CCCN=C1N[C@@H](c2ccccc2)C(C(=O)OC)=C(C)N1CC | 1.4% | -15.7%&-8.2% | -8.8% | -20.6%&-13.9% | -23.3 | 7.3%&-12.6%
N#Cc1c(Nc2cccc(F)c2)sc2c(O)cc(=O)[nH]c12 | 1.1% | -3.5% | 12.2% | 60.5%[activator] | -12.9 | -17.1%
c1ccc(Cn2cc(CN3CCCCO3)c(-c3ccc4c(c3)OCO4)n2)cc1 | -1.1% | 10.5% | -24.6% | 13.2% | 2.3 | u
Clc1ccc(CSc2nnc([C@@H]3CCCN3)o2)cc1 | -2.8% | -6.6% | 3.7% | -22.2% | u | 0.2%
Cc1ccc(C(=O)Nc2cc3cc(Cl)ccc3oc2=O)cc1 | x | -0.1% | x | 1.0% | 50.8 | x
O=c1c(Cc2ccc(F)cc2)c(O)ccn1C1CC1 | 0.2% | -2.6% | 13.3% | -0.8% | -9.7 | 5.7%
CSc1cc(SC)ncn1 | 2.3% | x | 1.4% | x | -14.6 | x
COc1ccc(CCN(C)C(=O)COc2ccc(C(=O)c3ccccc3)cc2)cc1OC | -1.2% | -13.9% | u | 1.3% | -0.2 | x
CCCN(C(=O)c1cccs1)c1nnc(-c2ccncc2)s1 | 0.2% | -9.5% | 5.8% | -14.4% | -28.8 | 5.3%
CCOCCCNCc1cccc(OCc2ccc(F)cc2)c1 | -13.6% | -3.6% | u | 11.9% | -18.2 | 4.4%

Exported field by field: entries from further up.
Structure: Cc1ccc(C(=O)Nc2cc3cc(Cl)ccc3oc2=O)cc1
  AMA1 RON2 block = x | AmpC inh detg = -0.1% | HCV inh = x | Sm TGR block = 1.0% | HCMV inh = 50.8 | Giardia FBPA inh = x
Structure: O=c1c(Cc2ccc(F)cc2)c(O)ccn1C1CC1
  AMA1 RON2 block = 0.2% | AmpC inh detg = -2.6% | HCV inh = 13.3% | Sm TGR block = -0.8% | HCMV inh = -9.7 | Giardia FBPA inh = 5.7%

(more compounds)
structure | AMA1 RON2 block | AmpC inh detg | HCV inh | Sm TGR block | HCMV inh | Giardia FBPA inh
CCCCCCCCCCCNC(=O)c1ccoc1C | 16.7% | u | 5.4% | 17.8µM* | 0.2 | -3.4%
Cc1cc(NCCN2CCCCC2)n2c(nc3ccccc32)c1C#N | x | -18.0% | 7.08µM* | 0.4% | x | -8.1%
COc1cc2cccc(OC)c(=O)c2c(OC)c1OC | 4.0% | u | 16.0% | u | 28.7 | -20.1%
O=S(=O)(Nc1ccc(-c2ccc3nncn3n2)cc1)c1ccc(Cl)s1 | 21.2% | -17.6% | u | 3.0% | 8.2 | x
COC(=O)COc1ccc2c(=O)c(-c3ccccc3)coc2c1 | 1.3% | -6.3% | 15.5% | -11.5% | u | 3.3%
Cc1ccc(Cn2cccc(C(=O)Nc3nc4ccc(C)cc4s3)c2=O)cc1 | x | 1.8% | x | 3.0% | 2.2 | x

High-throughput results: PubChem BioAssay, National Center for Advancing Translational Sciences (NCATS)
